Growth percent in the NCI-60 one-dose screen (48 h, 10 µM unless noted): 100 = growth as untreated, 0 = no growth, -100 = all killed.
SNB-75: SNB-75 CNS cancer; 5% of 79,000 active
U251: U251 CNS tumor cells; 5.4% of 80,000 active; AID 1794753
SF-539: SF-539 CNS cancer; 6.8% of 81,000 active; AID 1794752
SF-295: SF-295 CNS cancer cells | AID 1794758 | 5.6% of 79,000 active
CAKI-1: CAKI-1 renal cancer; 4.7% of 75,000 active; AID 1794772
SF-268: SF-268 CNS cancer cells. 3.1% of 82,000 active
SNB-19: SNB-19 CNS cancer cells; 2.5% of 81,000 active
A498: A498 renal cancer cells; 5.4% of 76,000 active; AID 1794774
NCI-H23: NCI-H23 lung cancer; 4% of 80,000 active
* = called active by the depositor; . = no result given; & = joins results of further samples. How the source made its calls: active means growth percent below 10; inactive means the rest.

SMILES	SNB-75	U251	SF-539	SF-295	CAKI-1	SF-268	SNB-19	A498	NCI-H23
CC(=O)N1N=C(c2cccc(OCCCCOc3cccc(C4=NN(C(C)=O)C(c5ccc(C)cc5)C4)c3)c2)CC1c1ccc(C)cc1 (stereo not given)	78	80	85	55	51	73	68	82	61
CSc1nc2c(c(=O)n1C)C1(C(=O)Nc3ccccc31)c1c(nc(SC)n(C)c1=O)N2	98	108	98	108	85	92	116	119	91
COc1ccc(-n2cc3c(c2)-c2oncc2CC3)cc1	83	84	.	94	76	90	81	74	93
C/C(=N\C(N)=O)c1nc2ccccc2n1CCBr	66	102	97	103	95	122	100	99	96
COc1ccc(Cc2nnc3sc(-c4ccc(OC)cc4)nn23)cc1	94	107	94	96	88	102	97	82	.
Cc1cc2c(cc1[N+](=O)[O-])NC(CNC(C)C)CC2 (stereo not given)	68	99	103	102	100	95	87	102	94
C#CCNC(=O)[C@]1(C)CCC[C@]2(C)[C@H]3C[C@H]4C(C(C)C)=C[C@]3(CC[C@H]21)[C@@H]1C(=O)CCC(=O)[C@@H]14	78	91	100	87	88	84	96	101	94
COC(=O)CNC(=O)COc1c(OC)c(OC)cc2oc(-c3cccc(C(=O)Nc4ccc(Cl)cc4)c3)cc(=O)c12	85	12	16	21	56	22	26	119	.
O=C(NC1CCCCC1)N(Cc1nnc2n1CCCCC2)c1ccc(F)cc1	113	163	110	129	112	117	98	105	81
C#Cc1ccccc1N1C(=O)C=CC1=O	89	91	101	97	96	99	104	100	104
CC1(C)CC[C@]23CC[C@]4(C)[C@H](CC[C@@H]5[C@@]6(C)CC(CC/C(N)=N/O)(CC/C(N)=N/O)C(=O)C(C)(C)[C@@H]6CC[C@]54C)[C@H]2[C@H]1OC3=O	102	101	98	.	86	103	98	94	106
COc1cccc(/C=C/c2c(C(=O)c3ccccc3)c(C)nc3ccccc23)c1	81	88	99	93	52	86	79	105	85
O=C(CCCCCCN1CC(=O)N2[C@@H](c3ccc(C(F)(F)F)cc3)c3[nH]c4ccccc4c3C[C@H]2C1=O)NO	.	68	73	68	65	82	78	93	86
Clc1cccc(-c2cc(-c3ccccc3)[nH]n2)c1	58	84	95	88	46	94	97	87	77
COc1cc(NC(C)CCCN)c2nc(C)ccc2c1Oc1ccc(F)cc1 (stereo not given)	65	73	87	.	76	81	79	60	85
CCC(N)(CO)CO	92	97	99	100	99	106	108	98	89
COc1ccc2c(c1)CCc1cn[nH]c1-2	84	93	.	70	54	87	90	64	90
CCN(CC)c1ccc(CNc2cc(C)nc3ccc(OC)cc23)cc1	66	25	76	17	22	73	.	17	21
OCc1cnccc1NCc1ccccc1	106	100	106	102	.	99	103	107	100
COc1ccc2[nH]c(=O)c(CNc3ccc(Nc4nccc(-c5ccc(Cl)cc5)n4)cc3)cc2c1	106	.	104	110	98	72	95	.	92
Cc1ccccc1NC(=S)Nc1ccccc1O	100	103	104	105	106	94	107	93	96
CC(C)CCC[C@@H](C)C1CCC2C3CCC4=C/C(=N/OCCN(C)C)CC[C@]4(C)C3CC[C@@]21C (stereo not given in full)	81	79	93	68	80	66	86	81	85
CN1c2ccccc2S(=O)(=O)n2c(SCC(=O)Nc3nc4ccc(F)cc4s3)nnc21	91	127	108	124	97	105	107	119	97
CC[C@H]1CCC/C=C/[C@@H]2C[C@H](O)C[C@H]2[C@H](O)/C=C/C(=O)O1	28	16	31	-1.8*	-0.6*	8.0*	30	-45*	-13*
CCn1c2c(c3ccccc31)CC1CN(C3CCCCC3)C(=O)C1C2C(=O)O (stereo not given)	75	103	96	98	96	94	96	102	96
(listing goes on)
SMILES	SNB-75	U251	SF-539	SF-295	CAKI-1	SF-268	SNB-19	A498	NCI-H23
CCC[C@@H]1O[C@](O)(CCN)[C@H](O)N(CCCN)C1=O	98	89	98	95	94	102	97	75	104
Cc1ncc(CO)n1Cc1ccc(Cl)cc1	110	100	95	95	98	97	99	108	109
Cc1ncc(C[n+]2csc(CCOC(=O)C(Cl)Cl)c2C)c(N)n1	92	104	102	104	94	99	102	111	103
O=C(/C=C/c1ccco1)c1ccco1	81	98	99	112	110	100	111	86	99
O=C(NO)c1ccc(Nc2c(C3CCCCC3)nc3ccccn23)cc1	77	87	93	92	90	92	79	86	62
CCOC(=O)Nc1ccc2c(c1)/C(=N/O)c1ccccc1-2	88	72	92	94	63	76	88	114	74
Cc1ccc(NC(=O)Cn2nncc2CN2C(=O)CSC2=O)cc1C	93	103	101	103	97	98	98	93	97
CC(=O)O/C(=C(\OC(C)=O)c1ccccc1)c1ccccc1	83	94	105	106	93	94	102	97	100
c1ccc(Cc2nc3ccccc3s2)cc1	83	104	108	107	91	106	106	89	98
CCCCCCCCCCCCN(CCO)C(=O)CCl	71	94	90	.	89	94	103	102	105
COC(=O)Nc1ccc2c(c1)Cc1cc(NC(=O)OC)ccc1-2	.	102	106	108	102	111	101	106	96
Cc1ccc(C(C)C)cc1OCCOCCCl	83	91	96	96	91	102	101	89	109
O=C(/C=C/c1ccccc1)c1ccc(Nc2nc(NCCO)nc(Nc3ccc(Cl)cc3)n2)cc1	69	23	73	96	79	74	80	89	83
CC12CCC(C1)C(C)(C)/C2=N\N=C(N)N (stereo not given)	75	102	95	98	101	113	96	76	105
Oc1ccccc1-c1nc2ccccc2s1	76&90	95&102	91&95	86&100	36&85	105&110	86&104	100&106	92&92
CCCCCc1cc[n+](CC(O)c2ccccc2)cc1 (stereo not given)	89	92	85	93	95	92	101	96	94
Cc1[nH]c(C(=O)Nc2ccc(C(=O)NCC(=O)O)cc2OC2CCNCC2)c(Cl)c1Cl	108	102	100	103	95	99	105	92	103
OC(Nc1ccccn1)(C(F)(F)F)C(F)(F)F	83	.	101	100	95	109	106	85	.
NNc1cc(Cl)ccc1Cl	81	103	104	112	101	97	106	127	94
O=C1/C(=C/c2ccccc2[N+](=O)[O-])COc2ccc(O)c(O)c21	23	2.6*	-69*	58	6.8*	0.5*	26	77	-4.1*
O=C(Nc1ccc(Nc2ncnc3sc4c(c23)CCCC4)cc1)Nc1c(Cl)cccc1Cl	78	90	91	96	.	90	85	60	89
CN(C)c1ccc(P(=O)(O)c2ccc(N(C)C)cc2)cc1	91	100	100	97	.	100	99	79	101
O=[N+]([O-])c1ccc(Cl)cc1Cl	91	101	114	98	93	115	108	113	100
COc1cccc(/C=C/c2nc3ccccc3c(=O)n2CC(=O)Nc2ccccc2)c1	-36*	7.1*	12	49	72	69	40	28	59
CCN1c2ccccc2SC1CC1=C(O)C(CC2Sc3ccccc3N2CC)=C1O (stereo not given)	95	109	90	97	86	101	.	115	98
Additional compounds follow:
SMILES	SNB-75	U251	SF-539	SF-295	CAKI-1	SF-268	SNB-19	A498	NCI-H23
CCOC(=O)c1[nH]c(=O)c2c(=O)[nH]c(-c3ccccc3)cc2c1O	94	102	101	102	101	96	107	88	89
COc1ccc(OC)c(/C=N/NC(=O)Cn2c(C(C)C)nc3ccccc32)c1	80	93	110	108	90	95	104	72	97
O=C(Nc1cccc(C(F)(F)F)c1)Nc1ccc2oc(=O)ccc2c1	92	93	93	81	84	100	93	.	87
CC(=O)OC1CCC2(C)C3=CCC4(C)C(C(C)=O)=CCC4C3CCC2C1 (stereo not given)	107	96	87	100	82	102	107	95	93
CC(=O)NC1=C(C#N)C(c2ccccc2)c2ccc3ccccc3c2O1 (stereo not given)	58	84	85	76	65	88	79	105	77
CC(=O)/C=C/c1ccc(O)cc1	87	97	107	111	105	106	100	87	101

Compound profiles, from the list above. Order of screens: SNB-75 | U251 | SF-539 | SF-295 | CAKI-1 | SF-268 | SNB-19 | A498 | NCI-H23
Cc1ccc(C(C)C)cc1OCCOCCCl across the screens: 83 | 91 | 96 | 96 | 91 | 102 | 101 | 89 | 109
O=C(/C=C/c1ccccc1)c1ccc(Nc2nc(NCCO)nc(Nc3ccc(Cl)cc3)n2)cc1 across the screens: 69 | 23 | 73 | 96 | 79 | 74 | 80 | 89 | 83

In the list so far, these have an aryl methoxy group.
SMILES	SNB-75	U251	SF-539	SF-295	CAKI-1	SF-268	SNB-19	A498	NCI-H23
COc1ccc(-n2cc3c(c2)-c2oncc2CC3)cc1	83	84	.	94	76	90	81	74	93
COc1ccc(Cc2nnc3sc(-c4ccc(OC)cc4)nn23)cc1	94	107	94	96	88	102	97	82	.
COC(=O)CNC(=O)COc1c(OC)c(OC)cc2oc(-c3cccc(C(=O)Nc4ccc(Cl)cc4)c3)cc(=O)c12	85	12	16	21	56	22	26	119	.
COc1cccc(/C=C/c2c(C(=O)c3ccccc3)c(C)nc3ccccc23)c1	81	88	99	93	52	86	79	105	85
COc1cc(NC(C)CCCN)c2nc(C)ccc2c1Oc1ccc(F)cc1 (stereo not given)	65	73	87	.	76	81	79	60	85
COc1ccc2c(c1)CCc1cn[nH]c1-2	84	93	.	70	54	87	90	64	90
CCN(CC)c1ccc(CNc2cc(C)nc3ccc(OC)cc23)cc1	66	25	76	17	22	73	.	17	21
COc1ccc2[nH]c(=O)c(CNc3ccc(Nc4nccc(-c5ccc(Cl)cc5)n4)cc3)cc2c1	106	.	104	110	98	72	95	.	92
COc1cccc(/C=C/c2nc3ccccc3c(=O)n2CC(=O)Nc2ccccc2)c1	-36*	7.1*	12	49	72	69	40	28	59
COc1ccc(OC)c(/C=N/NC(=O)Cn2c(C(C)C)nc3ccccc32)c1	80	93	110	108	90	95	104	72	97
